IL-2 act: IL-2 activation | IL-2 activation reporter assay, cell-based qHTS; stimulated with anti-CD3/CD4/CD28 beads; in transgenic mouse T cells | activation, % (series mostly up to about 46 µM) | 360,000 tested, 0.065% active; in the data active = activation above about 50%; inconclusive = mostly about 30% to 49%; also: 0% is about no effect
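Quantitative HTS in unstimulated transgenic mouse T cells, with memory T cells as non-tolerant control and PMA/ionomycin as tolerance-bypass control. Compound pretreatment lasted 60 minutes before 18 h bead stimulation; EGFP/DsRed fluorescence read.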
HEK293 tox: cytotoxicity counter-screen for GLP-1 receptor inverse agonists. 410,000 tested, 0.13% active. Potency, µM (titrated, usually from 38.3 µM), for the others: top-dose activity change, negative = inhibition, hits mostly inhibitors. HEK293 cAMP-luciferase reporter cells, luminescence, 24 h;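 also: loss of luciferase light is scored as toxicity; potency is read from the fitted curve at half-maximal effect; % is scaled to controls: 0 for no effect and ±100 for the full control effect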
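Here, cytotoxicity is scored as loss of luminescence. The MLSMR collection was tested on cells seeded in medium containing 10% Nu serum, with a 24 hr compound exposure preceded by 12 hours of culture.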
GLP-1R agonist: GLP-1 receptor (human) agonism | P43220 | HEK293 GLP-1R CRE-luciferase, luminescence, 4-6 h; cells express a hypersensitive GLP-1R form | Potency, µM (top dose mostly 45.6 µM), without a hit: top-dose activation, hits mostly activators | 380,000 tested, 0.007% active | AID 624172; also: potency is read from the fitted curve at half-maximal effect; % of control where 0% means no effect
GLP-1R inv ag: acts as inverse agonist at human GLP-1 receptor; P43220; HEK293 GLP-1R CRE-luciferase, luminescence, 24 h; GLP-1R form is constitutively active; Potency, µM (titrated, usually from 38.3 µM), for the others: at the highest dose activity change, negative = inhibition, actives largely listed as inhibitors; 410,000 tested, 1.6% active; also: potency is read from the fitted curve at half-maximal effect; % is scaled to controls: 0 for no effect and ±100 for the full control effect; nearly all actives have a fitted effect of over 55% in size
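Inverse agonists were sought by their lowering of basal cAMP reporter luciferase output in HEK293 cells stably carrying constitutively active human GLP-1R, after 24 h compound treatment.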
WRN inhibitor: WRN helicase (human) inhibition. Q14191. WRN helicase unwinding, fluorescent forked duplex, kinetic. Potency, µM (titrated, usually from 114 µM), inactives show at the top dose activity change, negative = inhibition, usual class: inhibitors. 360,000 tested, 0.46% active. AID 651768; also: potency is read from the fitted curve at half-maximal effect; % is scaled to controls: 0 for no effect and ±100 for the full control effect; nearly all actives have a fitted effect of over 55% in size
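Fluorescence dequenching readout, ex 525 nm/em 598 nm, kinetic mode: forked duplex DNA (100 nM final) with adjacent fluorophore and quencher unwound by WRN (20 nM final) with 2 mM ATP. Compound preincubation 15 min, room temperature.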
PLK1 PBD block: inhibitors of human PLK1 polo-box domain binding | Potency, µM, inactives show max response, negative = inhibition, hits mostly inhibitors | 360,000 tested, 2.8% active | Plk1 PBD binding of FITC phosphopeptide, fluorescence polarization; also: potency is read from the fitted curve at half-maximal effect; series mostly up to about 57 µM; % is scaled to controls: 0 for no effect and ±100 for the full control effect; nearly all actives have a fitted effect of over 65% in size
DRD3 antagonist: antagonists of human D3 dopamine receptor | 360,000 tested, 2.5% active | P35462 | AID 652054 | max response, negative = inhibition, % | D3R cells, DiscoveRx beta-arrestin luminescence, antagonist mode; hits give low values; in the data active = max response below about -50%; inconclusive = no clear call, values can overlap the other calls; also: % is scaled to controls: 0 for no effect and ±100 for the full control effect; mostly tested at two doses, the higher about 12 µM
Target sequence (P35462 whole entry, looked up): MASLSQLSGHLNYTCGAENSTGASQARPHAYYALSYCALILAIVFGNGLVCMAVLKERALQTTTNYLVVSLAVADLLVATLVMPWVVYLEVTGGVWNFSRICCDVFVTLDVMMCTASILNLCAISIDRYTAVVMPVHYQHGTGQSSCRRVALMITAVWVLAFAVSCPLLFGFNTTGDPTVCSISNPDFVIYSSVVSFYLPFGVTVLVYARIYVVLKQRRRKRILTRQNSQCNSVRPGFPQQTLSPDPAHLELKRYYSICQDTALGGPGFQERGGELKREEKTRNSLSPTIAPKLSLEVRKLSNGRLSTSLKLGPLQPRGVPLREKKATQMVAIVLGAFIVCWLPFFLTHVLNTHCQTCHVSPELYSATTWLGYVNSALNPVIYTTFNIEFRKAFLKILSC
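Cells plated overnight at 1500 cells/well, then exposed to library compounds with dopamine controls for 90 minutes at 37 degrees C. DiscoveRx reagent added for 30–60 minutes at room temperature; luminescence read, quantitative HTS format.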
DRD3 agonist: activates the human D3 dopamine receptor; D3R DiscoveRx beta-arrestin cells, luminescence, 90 min; max activation, %; AID 652048; P35462; 410,000 tested, 0.58% active; in the data active = max activation above about 30%; also: 0% is about no effect; mostly tested at two doses, the higher about 12 µM
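Cells at 1500/well, incubated overnight, then treated with pinned compounds (dopamine as control) for 90 min at 37 degrees C. DiscoveRx reagent added for 30 - 60 minutes at room temperature; luminescence read.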
PI5P4K alpha inh: blocks human PI5P4K alpha kinase activity; AID 652105; PI5P4Kalpha enzyme, ADP-Glo luminescence, 60 min; hits give low values; 330,000 tested, 1.2% active; max response, %; active = max response of -50% or lower; inconclusive = between -30% and -50%; inactive = -30% or higher; also: value at the top dose of about 77 µM; % is scaled to controls: 0 for no effect and ±100 for the full control effect
Target sequence (P48426 whole entry, looked up): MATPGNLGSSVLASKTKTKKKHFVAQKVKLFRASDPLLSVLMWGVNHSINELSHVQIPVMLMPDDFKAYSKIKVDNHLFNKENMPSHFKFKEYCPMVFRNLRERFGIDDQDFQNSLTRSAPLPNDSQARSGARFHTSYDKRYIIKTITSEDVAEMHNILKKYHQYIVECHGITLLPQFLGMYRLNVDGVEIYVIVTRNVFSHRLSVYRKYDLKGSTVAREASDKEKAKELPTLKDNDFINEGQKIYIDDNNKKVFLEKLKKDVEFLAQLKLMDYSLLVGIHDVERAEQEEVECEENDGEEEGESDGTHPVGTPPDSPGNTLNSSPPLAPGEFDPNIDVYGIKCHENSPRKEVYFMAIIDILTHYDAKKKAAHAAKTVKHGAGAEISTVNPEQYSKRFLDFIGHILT
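Single end-point luminescence (ADP-Glo) quantified ADP from PI5P4Kalpha turnover; ATP 5 microM final, 1 h at RT, 0.1% CHAPS and 0.28 mM EGTA in HEPES pH 7.4.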
An asterisk follows results filed as active; ? = inconclusive; nt = not tested or not shown; [ ] = dose if it differs, or a comment. Unless noted, calls follow the shape of the dose curve; as a rule, active = well fitted curve in the direction sought with a large enough effect; inconclusive = small, poorly fitted or top-dose-only effect, or another doubt; inactive = no such curve, though single readings can be large; an effect the other way counts as inactive or inconclusive.

Below each compound: GLP-1R inv ag, WRN inhibitor, DRD3 agonist, PI5P4K alpha inh, GLP-1R agonist, DRD3 antagonist, IL-2 act, HEK293 tox, PLK1 PBD block
- Cc1oc2nc(SCC(=O)Nc3ccc(S(N)(=O)=O)cc3)nc(NC(=O)c3ccccc3)c2c1C
    0%, 1%, 8, nt, -9%, 9, 2.0, -24%, -3%
- CN(CC(=O)Nc1ccc(N2CCOCC2)cc1)CC(=O)Nc1ccc(Cl)cc1[N+](=O)[O-]
    159%[activator], 1%, 8, -7, ?, 1, -5.1, -3%, -14%
- COCCn1c(-c2ccc(OC)cc2)nc2ccccc21
    1%, 3%, 3, 0, -5%, 5, -1.2, -11%, -1%
- COc1ccc2oc(C(=O)OCC(=O)N3CCN(c4ccccc4)CC3)c(C)c2c1
    -8%, -26%, 1, -19, -13%, -20, -0.6, 1%, -3%
- COc1ccc(NC(=O)COC(=O)Cc2ccc(-c3ccccc3)cc2)c(OC)c1
    12%, -9%, 6, 3, 1%, 1, 0.3, 8%, -3%
- O=C(Nc1nnc(SCc2ccc(Cl)cc2)s1)c1ccco1
    1%, -4%, 2, -57*, -13%, ?, -0.3, -1%, 3µM*
- CC(CC#CCN1CCOCC1)OCCC#N (stereo not given)
    9%, 8%, 1, 13, 5%, 5, 0.4, -2%, -4%
- COc1ccc(S(=O)(=O)N2CCCC(C(=O)NCc3ccc(F)cc3)C2)cc1 (stereo not given)
    ?, 1%[57.1 µM], -3, 6, 9%, 11, 0.5, -3%, 0%
- COc1ccccc1NS(=O)(=O)c1cc(NC(=O)Nc2cccc(C)c2)ccc1N1CCCCC1
    ?, -9%, -17, -1, -22%, -5, 1.1, 0%, ?
- O=C(Nc1cccc(O)c1)c1cnn2cccnc12
    0%, -8%, 6, nt, -8%, 28, -1.5, -10%, -2%
- O=C(NCc1ccccc1Cl)c1cnc2ccccc2n1
    8%, 3%, -1, -8, 23%, -6, -1.2, 176%[activator], -12%
- Cn1c(COc2ccc(Cl)cc2)nnc1SCC(=O)NC1CCCC1
    -9%, 4%, 4, 4, 4%, -9, 1.7, 4%, -11%
- COc1ccc(C(=O)c2cn[nH]c2-c2cc(Cl)ccc2O)cc1
    -7%, -18%, 1, nt, 1%, 39, -1.7, -1%, -6%
- Cc1ccc(-n2ncc3c2CC(C)(C)CC3NC(=O)c2ccc[n+]([O-])c2)cc1 (stereo not given)
    28%, -12%, -8, 2, 0%, -25, 0.0, -11%, -6%
- CCN(CC(=O)Nc1ccc(NC(C)=O)cc1)C(=O)c1ccc2c(c1)OCO2
    2%, -11%, 8, 7, -7%, 8, 2.1, 4%, 0%
- NCCCCc1cn(CC(=O)N2CCNCC2)nn1
    5%, 9%, 17, -2, -6%, 46, -0.3, -4%, 3%
- O=C(NCc1ccccc1)C(c1c(F)cccc1Cl)N(C(=O)c1csnn1)C1CC1 (stereo not given)
    ?, -5%[57.1 µM], -12, 2, 6%, -7, -0.8, -9%, -4%
- O=C(COC(=O)CCc1ccccc1)NC12CC3CC(CC(C3)C1)C2
    9%, -4%, 0, 0, 19%, -6, 2.3, -9%, -2%
- C=CCc1c(C)nc(SC(C)C)[nH]c1=O
    -4%, 1%, -9, 4, -9%, -22, -2.3, 2%, -15%
- COc1ccc(S(=O)(=O)N(C)CC(=O)Nc2ccccc2SC)cc1Cl
    -5%, -12%, 4, 1, 9%, ?, -0.3, 2%, -8%
- O=C1C(Cl)=C(Nc2ccc(O)cc2)C(=O)c2ccccc21
    ?, -17%, -4, -5, -6%, ?, -4.5, ?, -9%
- Cc1ccc(NC(=O)CSc2nc(N)c(-c3ccccc3)c(=O)[nH]2)cc1Cl
    6%[7.66 µM], 3%, -9, 0, 6%, -9, 0.8, 9%[7.66 µM], -3%
- O=C(COc1cc2oc(=O)cc(-c3ccccc3)c2cc1Cl)NC(Cc1c[nH]c2ccc(O)cc12)C(=O)O (stereo not given)
    -12%, -8%, 14, -1, -2%, -26, 0.2, 0%, -6%
- C[N+]1(CCn2ccc3ccccc32)CCCCC1
    -1%, -8%, -2, -4, -1%, 10, 0.8, 4%, -4%
- COC(=O)CC1Oc2ccc(F)cc2-n2cc(-c3ccc(C)cc3)nc21 (stereo not given)
    -16%, nt, -15, nt, 4%, nt, nt, 2%, nt
- CNC(=O)COc1ccc(-c2nn(C)c(=O)c3ccccc23)cc1
    54%[activator], 10%, 0, -3, 0%, 34, -0.2, 4%, -6%
- COc1ccc(N2CCN(C(=O)CSc3nc(C)cs3)CC2)cc1
    -28%, -7%, -14, 1, 3%, 5, -0.9, 3%, -2%
- COc1ccc(-c2csc(N3CCN(c4cc5c(cc4Cl)nc(-c4ccncc4)n5CCOCCO)CC3)n2)cc1
    0%, -4%, 0, -3, 3%, 29, -0.3, 12%, 27µM*
- CCCc1nn(C)c2c(=O)[nH]c(-c3cc(S(N)(=O)=O)ccc3OCC)nc12
    18%, -1%, 2, 1, 22%, 1, -2.1, -10%, 0%
- COC(=O)C1CN(C(=O)COc2cc(C)c(Cl)c(C)c2)c2ccccc2O1 (stereo not given)
    ?, -5%, -7, 13, 7%, -1, 0.9, 1%, -9%
- COc1ccc(N2CC(O)=C(c3nc4ccccc4s3)C2=N)cc1
    0%, -2%, -25, nt, 5%, -23, 1.2, 8%, -8%
- COc1ccc(CCNC(=O)C/C(C)=N/NC(=O)C2CCCCC2)cc1OC
    5%, 11%, 1, 0, 0%, 9, 2.1, 8%, -3%
- Nc1ncc2[nH]c(N)nc2n1
    0%, -2%, 24, 1, 2%, -9, -0.7, -5%, -3%
- CCOC(=O)N1CCN(S(=O)(=O)c2c(C)nc3sccn3c2=O)CC1
    13%, 3%, -2, -3, 7%, -6, -0.5, 2%, -5%
- CC(C)CNS(=O)(=O)c1ccc(CCC(=O)NCCc2ccccc2)cc1
    -27%, 9%, 2, 0, 21%, 2, -1.5, ?, -26%
- COc1ccc(C(C)(O)c2nc(-c3ccc4ccccc4c3)cs2)cc1 (stereo not given)
    ?, -8%, -6, 36, 6%, 0, 0.0, -8%, -1%
- COc1ccc(NS(=O)(=O)c2cccc(C(=O)NNC(=O)c3cccc(NC(C)=O)c3)c2)cc1
    3%, -13%, 10, 0, 1%, -3, -0.2, 4%, -3%
- CCOC(=O)C1=C(CSc2nc(-c3ccccc3)ccc2C#N)OC(N)=C(C#N)C1c1ccc(OC)cc1 (stereo not given)
    20%, ?, 1, -25, -16%, 0, 9.2, 60%[activator], 4%
- CSc1nsc(SC)c1NC(=O)OC1CCCCC1
    7.1µM*, 3%, 3, -7, 1%, -3, -1.8, -2%, -5%
- Cc1nnsc1C(=O)N1CCCC(Nc2ccc(C(C)C)cc2)C1 (stereo not given)
    ?, 1%, 0, 3, -1%, 8, -0.9, -9%, -23%
- C=CCn1c(SCc2nc3ccccc3[nH]2)nnc1-c1ccc(OC)cc1
    26%, 2%, -4, nt, -4%, -20, 0.4, -3%, -5%
- CCOc1cc(C#N)c(-n2nnc3c(sc4nc(C)cc(C)c43)c2=O)cc1OCC
    -1%, nt, -10, nt, 7%, nt, nt, 4%, nt
- CCCNC(=O)c1cc(C2CCCCN2S(=O)(=O)c2cn(C)cn2)on1 (stereo not given)
    15%, 9%, 3, 0, 14%, 0, 1.2, 1%, -4%
- CC(C)Cn1c(N)c(C(=O)CSc2ccc3c(c2)OCCO3)c(=O)n(C)c1=O
    -8%, -1%, 16, 0, -4%, 24, 0.6, 3%, -1%
- CCc1ccnc(NS(=O)(=O)c2ccc3c(c2)OCCO3)c1
    29%, 7%, -10, -8, 8%, 8, -3.2, -2%, 0%
- CCN(CC(=O)Nc1ccc(NC(C)=O)cc1)C(=O)Cc1ccc(S(=O)(=O)N2CCOCC2)s1
    11%, 1%, 1, -4, -6%, 20, -2.5, -4%, 0%
- O=C(CNC(=O)c1ccco1)Nc1cccc(Cl)c1
    0%, 2%[57.1 µM], 19, -5, -1%, 1, 0.8, -12%, -10%
- Cn1cnnc1SCC(=O)Nc1ccc(Oc2ccccc2)cc1
    -15%, ?, -25, -24, 6%, -20, -2.7, 25%, -8%
- COc1cc(N)ccc1Nc1c2ccccc2nc2ccccc12
    -14%, ?, -14, -55*, -6%, ?, -0.9, -9%, -8%
- C[C@H](CO)N1C[C@H](C)[C@@H](CN(C)S(=O)(=O)c2ccccc2)Oc2c(NC(=O)NC3CCCCC3)cccc2C1=O
    -13%, -3%, -9, 1, 4%, 0, -0.1, 13%, -19%
- COc1cc(OC)cc(-c2c(C#Cc3ccsc3)c3cc(-c4ccc(N(C)C)nc4)ccc3n2C)c1
    -18%, -1%, -3, 7, 3%, 10, 0.0, -15%, -2%
- N#CC1=C2N=C(N)c3ccccc3N2C2=C(C(=O)CCC2)C1c1ccccc1F (stereo not given)
    9%, -3%, 4, 1, 2%, 8, 1.4, -12%, -6%
- O=C(Cn1c(CO)nc2ccccc21)NCc1ccc2c(c1)OCO2
    36%[activator], 1%, -11, 4, 4%, -16, -2.4, -7%, -1%
- COc1cc(Cc2nccc3cc(OC)c(OC)cc23)c(NC(C)=O)cc1OC
    102%[activator], 7%, 17, 6, 8%, 9, -1.6, -5%, -6%
- NC(=O)C1CCN(C(=O)Cn2cccc2C(=O)c2ccccc2)CC1
    -5%, 5%, 2, nt, -10%, 22, -2.1, -3%, -7%
- CCOc1cc(/C=N/NC(=O)N/N=C/c2ccc(O)c(OCC)c2)ccc1O
    ?, ?, 8, -19, 14%, 2, 1.1, ?, -4%
- Cc1cccc(NC(=O)c2ccc3c(c2)OCCO3)c1
    11µM*, 3%, -1, -15, 8%, -4, 2.1, -14%, -8%
- CC(=O)c1cc(C#N)c(SCc2ccccc2)nc1C
    22%, 2%, -13, 17, ?, 22, 0.6, 77%[activator], -9%
- CN(C)c1ccc(C=O)c(Oc2ccccc2)c1
    9%, -3%, 3, -1, 13%, 20, -2.3, -27%, 2%
- Cc1ccc2oc3ccccc3c(=O)c2c1
    0%, -6%, -11, 6, -4%, 0, 0.7, -11%, 5%

High-throughput results from PubChem BioAssay.
